Source: PubChem (The Scripps Research Institute Molecular Screening Center)
OXTR potentiate: potentiates the human oxytocin receptor response | AID 2445 | CHO-OTR cells, Fluo-8 calcium fluorescence, potentiator mode; 0% = oxytocin EC15, 100% = EC100 | activation, % at 3 µM | P30559 | hit rate 0.061% among 320,000;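 active = activation above that plate's cutoff, the mean activation of tested compounds plus 3 SD, cut at about 6.6% in these data, passing the limit was not always enough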;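 also: 100% uses oxytocin at 75 nM as the full agonist control; some results filed as inactive read as strong as hits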
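Dosing: Single dose, 3.0 µM nominal final compound concentration | Material: Human OTR in CHO cells | Technique: Kinetic Fluo-8 calcium fluorescence | Benchmarks: EC15 oxytocin alone as 0%, 75 nM oxytocin as 100% | Probe or stimulus: Oxytocin at about EC15, sub-maximal agonist stimulus | Incubation: Compound 6 min at room temperature before oxytocin, 100 s read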
CHO-K1 Ca PAM: M1 PAM counterscreen hit in parental CHO-K1 cells; ATP EC20, Fluo-8 calcium fluorescence; 0% at ATP EC20, 100% at ATP max; activation, % at 3 µM; hit rate 0.02% among 360,000; AID 602247;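 active = activation above the run cutoff, the mean activation of all test compounds plus 3 SD, cut at about 40% in these data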;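 also: peak over basal fluorescence ratio in a 140 s read after ATP addition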
CHO-K1 Ca antag: counter-screen for M1 antagonists: effect in parental CHO-K1 cells. ATP-induced calcium, Fluo-8 fluorescence. hit rate 0.6% among 360,000. inhibition, % at 3 µM;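 active = inhibition above a per-plate cutoff, the plate's mean sample inhibition plus 3 SD, cut at about 24% in these data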;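 also: 0% = DMSO plus EC80 ATP and 100% = DMSO alone without ATP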
V1R ag counter: counter-screen for oxytocin receptor agonists: human V1a receptor agonists. activation, % at 3 µM. P37288. AID 2797. hit rate 0.25% among 320,000. CHO-V1R cells, Fluo-8 calcium fluorescence, agonist mode; 0% DMSO, 100% 3 nM vasopressin;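 active = activation above the mean activation of all tested compounds plus 3 SD, per screening run, cut at about 20% in these data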;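 also: signal is peak over basal fluorescence ratio across a 100 second FLIPR read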
Target sequence (P37288 whole entry, looked up): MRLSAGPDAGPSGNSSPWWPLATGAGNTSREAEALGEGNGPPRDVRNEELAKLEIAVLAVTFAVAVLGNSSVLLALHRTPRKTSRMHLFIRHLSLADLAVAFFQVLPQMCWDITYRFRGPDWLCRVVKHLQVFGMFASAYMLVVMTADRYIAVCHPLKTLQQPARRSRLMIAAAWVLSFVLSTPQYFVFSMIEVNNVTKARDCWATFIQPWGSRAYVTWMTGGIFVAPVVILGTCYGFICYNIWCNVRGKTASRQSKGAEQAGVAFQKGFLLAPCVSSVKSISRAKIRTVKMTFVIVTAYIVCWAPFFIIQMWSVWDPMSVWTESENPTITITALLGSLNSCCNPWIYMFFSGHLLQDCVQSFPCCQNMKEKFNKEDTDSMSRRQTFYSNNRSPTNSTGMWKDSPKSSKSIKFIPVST
CHO parental Ca: counter-screen for OX1R antagonists: effect in parental CHO cells | parental CHO-K1, ATP-induced calcium, Fluo-8 fluorescence | inhibition, % at 5.6 µM | hit rate 0.63% among 330,000 | AID 463079;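 active = inhibition above that plate's mean sample inhibition plus 3 SD, cut at about 26% in these data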;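 also: 0% = ATP-challenged DMSO wells and 100% = DMSO wells without ATP; some compounds past the cut are filed as inactive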
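test system = CHO parental line | reagent = ATP stimulus | measured by = intracellular calcium via Fluo-8 no-wash fluorescent dye | control set = ATP and no-ATP DMSO wells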
TAAR1 antagonist: human TAAR1 antagonism | hit rate 1.5% among 360,000 | AID 624466 | CHO RD-HGA16 TAAR1, Fluo-8 calcium fluorescence, antagonist | inhibition, % at 3 µM | Q96RJ0;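 active = inhibition above a per-plate cutoff, the mean inhibition of test compounds on that plate plus 3 SD, cut at about 49% in these data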;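 also: 0% = DMSO plus EC80 beta-PEA response and 100% = DMSO alone without agonist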
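test system = CHO RD-HGA16 cells bearing hTAAR1 | replication = singlicate | controls = DMSO-only wells and EC80 β-PEA-stimulated wells | reagent = EC80 β-phenethylamine stimulus | read-out basis = percent inhibition of PEA-evoked calcium signal, max/basal emission ratio | schedule = seeding 17-24 h prior, 75-min 37 °C, 30-min RT dye loading | signal = kinetic Fluo-8 calcium fluorescence measurement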
CHO-K1 Ca ag: nonselective activator or artifact in parental CHO-K1 cells; activation, % at 3 µM; hit rate 0.48% among 360,000; Fluo-8 calcium fluorescence; scaled to maximal ATP response, vehicle zero; in the data active = activation above about 15%;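 also: untransfected CHO-K1 host cells lacking M1 receptor as counterscreen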
CHRM1 agonist: activates human CHRM1 receptor | P11229 | CHO-K1 hM1, Fluo-8 calcium fluorescence, agonist mode; 0% DMSO, 100% acetylcholine EC100 | activation, % at 3 µM | hit rate 0.33% among 360,000 | AID 588814;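 active = activation above the run's mean compound activation plus 3 SD, cut at about 16% in these data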;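 also: peak over basal fluorescence ratio within a 140 s kinetic read after compound addition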
Target sequence (P11229 whole entry, looked up): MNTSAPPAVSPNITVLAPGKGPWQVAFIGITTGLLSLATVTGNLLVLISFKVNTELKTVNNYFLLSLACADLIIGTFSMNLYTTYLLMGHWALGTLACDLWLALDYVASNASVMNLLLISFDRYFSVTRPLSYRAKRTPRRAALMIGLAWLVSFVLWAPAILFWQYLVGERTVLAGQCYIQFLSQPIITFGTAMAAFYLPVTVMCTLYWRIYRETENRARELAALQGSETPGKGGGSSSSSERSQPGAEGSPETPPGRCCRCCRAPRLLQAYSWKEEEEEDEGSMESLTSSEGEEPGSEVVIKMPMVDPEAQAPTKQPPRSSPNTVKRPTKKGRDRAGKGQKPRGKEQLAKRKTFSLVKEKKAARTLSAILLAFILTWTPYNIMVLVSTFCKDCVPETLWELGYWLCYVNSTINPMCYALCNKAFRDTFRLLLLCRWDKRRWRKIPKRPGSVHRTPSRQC
TAAR1 agonist: agonists of human TAAR1; Q96RJ0; CHO RD-HGA16 TAAR1, Fluo-8 calcium fluorescence; vehicle wells 0%, saturating PEA agonist 100%; activation, % at 3 µM; hit rate 0.99% among 360,000; AID 624467;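 active = activation above the mean activation of all test compounds in the run plus 3 SD, cut at about 38% in these data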
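System: CHO-derived RD-HGA16 cells with stable Gα16 and human TAAR1 / Times: 17-24 h plating, Fluo-8 75 min 37 °C, 30 min RT / Technique: calcium-sensitive Fluo-8 signal, excitation 470-495, emission 515-575 nm / Measure: % activation relative to PEA EC100 response / Benchmarks: DMSO and PEA EC100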
* marks the source's active call; other numbers are inactive results; . = not tested or not shown.

SMILES	OXTR potentiate	CHO-K1 Ca PAM	CHO-K1 Ca antag	V1R ag counter	CHO parental Ca	TAAR1 antagonist	CHO-K1 Ca ag	CHRM1 agonist	TAAR1 agonist
CCc1cc(=O)oc2cc(C)cc(OCC(=O)N3CCC(C(=O)NC(C)C)(c4ccccc4)CC3)c12	-8	-1	-4	-0.8	-28	36	3.2	-3	4
O=C(O)c1ccccc1NC(=O)c1ccccc1Nc1ccccc1	-16	-16	-7	0.8	13	-1	-1.5	-3	-4
O=C(Cn1c(=O)c2cccn2c2ccc(F)cc21)NCCCN1CCN(c2ccccc2F)CC1	-6	-7	-1	0.5	-26	8	0.7	-6	1
Cc1ccn2c(NC3CCCC3)c(-c3cccs3)nc2c1	3	9	-2	-0.4	-29	2	0.4	-14	8
CCN(CC(=O)Nc1ccccc1C(F)(F)F)C(=O)CCOc1ccccc1C	-9	0	-5	1.4	0	17	1.9	3	1
Cc1ncc[nH]1	-2	19	-8	0.0	2	-28	4.6	-3	2
CC(Oc1ccc2c(c1)oc(=O)c1ccccc12)C(=O)NC(Cc1c[nH]c2ccc(O)cc12)C(=O)O (configuration not stated)	-6	6	7	-0.1	3	-26	0.2	-2	1
O=c1ccc(S(=O)(=O)N2CCCC2)cn1Cc1ccc(F)cc1	-10	-2	-4	0.7	-1	-5	0.5	-4	4
Cc1cc(=O)n2c3ccccc3n(CC(O)CN3CCOCC3)c2c1C#N (configuration not stated)	-15	18	-6	0.3	-24	-29	0.0	-7	8
CCC(CO)NC1=CC(=O)CCC1 (configuration not stated)	-5	-11	6	0.5	-3	-10	0.1	-4	6
CCC(C)(C)NC(=O)C(c1ccc(OC)cc1)N(Cc1ccccc1)C(=O)CCC(=O)Nc1cc(C)on1 (configuration not stated)	-2	3	0	-0.4	-23	7	-1.0	-6	3
CCn1cc(/C=C(\NC(=O)c2ccccc2Cl)C(=O)NCCN2CCOCC2)c2ccccc21	-1	8	-7	2.9	-20	9	3.8	0	6
Cc1ccccc1-c1cc(C(=O)NCc2cccs2)n(CC2CC(c3cccnc3)=NO2)n1 (configuration not stated)	-5	10	-17	-1.3	-15	35	2.6	-6	12
COc1ccc(C(CC(=O)N2CCOCC2)C(C)C)cc1 (configuration not stated)	-7	3	-9	0.9	-14	-3	-0.1	-3	2
Cc1ccc(Cn2cc(CN3CC(N(C)C)CS3(=O)=O)nn2)cc1 (configuration not stated)	.	10	-17	.	.	-13	0.7	.	2
CC(C)(C)NC(=O)NC(=O)COC(=O)c1cc(=O)[nH]c2ccccc12	-2	8	7	0.7	-14	29	2.2	-1	15
COc1cc(S(=O)(=O)N(Cc2cccc(OC)c2OC)CC2CCCO2)ccc1-n1cnnn1 (configuration not stated)	1	-11	1	0.1	-18	-14	0.7	-4	-1
O=C(NCCc1ccccc1)C(=O)c1c[nH]c2ccccc12	-18	11	-6	0.5	-17	10	1.7	-1	8
O=C(Nc1cc(S(=O)(=O)N2CCOCC2)ccc1O)c1ccco1	-5	11	-1	-0.1	-17	-7	0.2	-2	6
COc1ccccc1N(Cc1cc(=O)[nH]c2ccccc12)C(=O)c1cccc([N+](=O)[O-])c1	-10	1	-9	2.1	-13	-11	3.1	-3	2
O=C(NC1(C(F)(F)F)Oc2ccccc2O1)N1CCCC1	-2	6	-7	0.5	-4	7	0.5	-3	10
COc1ccc(N2CCN(C(=O)c3ccccc3NS(=O)(=O)c3ccc(C)cc3)CC2)cc1	.	0	-9	.	.	-9	2.4	1	-1
O=C(CC[C@H]1O[C@@H](n2cnc3c(NC(=O)c4ccccc4)ncnc32)[C@H](O)[C@@H]1O)NCc1cccc2ccccc12	.	11	-16	.	.	4	-0.1	-6	0
CCCCCc1ccc(-c2cn(CN3C(=O)c4ccccc4C3=O)nn2)cc1	-5	-17	15	0.5	-5	1	-0.1	5	0
CCCSc1nc(O)c(C2OC(=O)c3c2ccc(OC)c3OC)c(=O)n1C (configuration not stated)	-8	15	-18	2.7	-15	-7	0.2	-2	11
The listing continues:
SMILES	OXTR potentiate	CHO-K1 Ca PAM	CHO-K1 Ca antag	V1R ag counter	CHO parental Ca	TAAR1 antagonist	CHO-K1 Ca ag	CHRM1 agonist	TAAR1 agonist
CNC(=O)C[C@@H]1C(=O)N(c2ccc(Br)cc2)CC1(C)C	.	19	-5	.	.	-21	0.0	-4	4
CNC(=O)c1ccc(-c2ccc(OC)cc2)s1	-3	20	-15	-0.5	-3	-17	-0.1	-3	4
Cc1ccc(C(=O)NNC(=O)c2ccncc2)cc1C	0	14	-3	0.8	0	-13	0.4	-9	4
CC(C)(C)n1ncc2c(=O)n(CC(=O)N3CCCCC3)cnc21	-1	6	-14	6.3	2	-35	-0.3	0	6
Cc1cc(C(=O)O)ccc1[N+](=O)[O-]	-2	20	-16	0.5	-1	11	0.5	1	1
COc1ccccc1N(CC(=O)Nc1ccccc1C)S(C)(=O)=O	-6	2	-9	0.2	-8	-9	0.3	-5	7
O=c1[nH]c(C2CCCN(S(=O)(=O)c3ccccc3)C2)nc2c1nnn2Cc1ccccc1F (configuration not stated)	-8	13	-1	-0.8	-31	-1	1.0	-4	11
C/C(N)=C(/C#N)C(=O)COC(=O)c1cccc2ccccc12	-9	19	-2	0.8	3	14	0.8	-3	2
Cc1cc(=O)c2c(o1)CC(C)(C)CC2=O	5	4	-13	0.6	-8	2	0.1	-4	9
O=C(CCc1ccccc1)N1CCN(Cc2ccc(F)cc2Cl)CC1	-3	5	0	-0.4	-15	-3	-0.2	0	6
CC1CC(c2ccccc2)n2nc(NC(=O)c3ccco3)nc2N1 (configuration not stated)	-1	-4	12	0.7	2	11	-0.2	-3	0
COc1ccc(NC(=O)CS(=O)(=O)Cc2nc(-c3ccc(C)cc3)oc2C)cc1	-8	15	-2	-0.9	-17	-17	-0.1	-4	-1
C=CCOC(=O)CCP(=O)(CCC(=O)OCC=C)c1ccccc1	-9	14	-6	0.2	-6	-1	0.4	-2	6
Nc1nnnn1/N=C/c1cccc(Br)c1	2	13	-6	-0.6	5	-6	1.1	-4	2
Cc1cc(C)cc(N(CCC#N)C(=O)CSc2nc3nc(C)cc(C)n3n2)c1	-12	1	-2	0.1	3	-13	0.1	-7	4
N#Cc1c(Nc2ccccc2)c(C=NCCN2CCOCC2)c[nH]c1=O	-14	-1	-3	0.7	8	2	0.3	0	10
CCN(CC)CCN(C(=O)c1ccc(S(=O)(=O)N(CC)c2ccccc2)cc1)c1nc2c(OC)ccc(OC)c2s1	8	10	-10	-0.1	-6	-3	1.0	-6	1
O=C(C=Cc1ccccc1)c1ccc([N+](=O)[O-])cc1	.	-11	5	.	.	15	-0.2	-8	-3
Cc1ccc(C(=O)NNC(=O)CSc2nnc(-c3ccccc3)n2Cc2ccccc2)cc1	0	20	-11	-0.5	-32	-26	0.0	-7	0
O=[N+]([O-])c1ccc(CSc2nnc(SCc3ccccc3)s2)cc1	-15	21	-3	2.0	-11	12	0.5	-9	4
CCOC(=O)C1=C(C)NC(=S)NC1c1cc(C)sc1C (configuration not stated)	-6	-14	1	-0.7	-3	-3	0.1	-4	2
COc1ccc2sc(N(CCCN(C)C)C(=O)c3ccc(S(=O)(=O)N(C)C4CCCCC4)cc3)nc2c1	-12	-2	4	0.5	-23	15	4.6	-3	37
COc1ccc(C(=O)N2CCNC(=O)C2CC(=O)Nc2cc(Cl)ccc2OC)cc1 (configuration not stated)	1	-2	-3	0.2	-18	9	-0.1	-4	3
Cc1ccc(C(=O)OCC(=O)NC2CCCc3ccccc32)o1 (configuration not stated)	-10	-6	-2	-0.1	-10	-11	2.5	1	12
O=C(O)c1ccccc1NS(=O)(=O)c1ccc(N/N=C/c2ccc(O)c(O)c2)c([N+](=O)[O-])c1	.	16	-7	.	.	-12	-0.9	-3	15
Later entries
SMILES	OXTR potentiate	CHO-K1 Ca PAM	CHO-K1 Ca antag	V1R ag counter	CHO parental Ca	TAAR1 antagonist	CHO-K1 Ca ag	CHRM1 agonist	TAAR1 agonist
C/C(=N\NC(=O)CNc1cccc(C(F)(F)F)c1)c1ccc(Br)cc1	-1	16	-6	-0.2	0	-36	0.1	-7	4
Cc1ccccc1-c1nc2c(s1)CCc1onc(-c3cccc([N+](=O)[O-])c3)c1-2	-2	10	-10	0.6	-2	3	-0.1	-1	12
CCCCC(=O)Nc1cccc(NC(=O)c2cccc(Br)c2)c1	-11	10	-9	0.8	-15	11	2.3	-6	9
CN1CCN(CCCNC(=O)c2cn(C3CCCCC3)c(=O)c3c2c2ccccc2n3C)CC1	4	21	-11	-0.2	-23	-3	0.3	-5	8
COc1cccc(C(O)c2ncc(-c3ccc4ccccc4c3)[nH]2)c1 (configuration not stated)	.	7	2	.	.	-4	0.9	-5	12
COc1ccc(NC(=O)C2CCN(S(=O)(=O)c3ccccc3)CC2)cc1	-7	9	-1	5.5	-9	8	5.3	-1	1
Cc1ccc2c(CC(=O)Nc3c(C)n(C)n(-c4ccccc4)c3=O)coc2c1	-2	-3	-1	-0.3	-16	5	-0.4	-5	-1
NC(=O)c1ncn([C@@H]2O[C@H](CNCc3ccccc3C#Cc3ccccc3)[C@@H](O)[C@H]2O)n1	.	6	-17	.	.	0	0.3	-4	3
O=C(CSc1nnc(NC(=O)c2ccccc2F)s1)NCc1ccco1	-4	22	-17	9.2	-7	-5	2.5	-3	0
Cc1ccc(OCC(=O)NCCNC(=O)c2cccnc2)cc1C	-5	-8	4	0.5	4	-12	0.4	-3	3
O=C(CCS(=O)(=O)c1ccccc1)Nc1ncc([N+](=O)[O-])s1	-16	-19	-13	2.5	-9	-1	2.2	0	4
CCOC(=O)N1CCN(C(=O)CSc2nnc(-c3cccc(Cl)c3)o2)CC1	-7	15	-2	-0.1	-11	-20	0.1	1	3
COC(=O)c1c(C#N)c(N)nc2c1CCC2	-8	3	0	0.3	5	-3	0.3	-3	6
